High-throughput results as filed in PubChem BioAssay.
Avidin bead fluor: compound fluoresces at 488/530 nm on avidin beads | 220,000 compounds, 0.38% hits | fluorescence (KMESF) at 10 µM | compound fluorescence 488/530 nm, flow cytometry; active compounds read high | AID 1775; in the data active = fluorescence above about 47; also: inactives centre near 10
RGS4-Gao reg: modulates binding of RGS4 to human Galphao; Multiplexed bead flow cytometry; actives lie on both sides; 220,000 compounds, 0.33% hits; P09471; binding response (% of control), % at 10 µM; AID 1415; in the data active = binding response below about 49% or above about 150%; inactive = in between;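 also: fluorescent Galphao activated with aluminum fluoride binding bead-coupled RGS4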
Target sequence (P09471 whole entry, looked up): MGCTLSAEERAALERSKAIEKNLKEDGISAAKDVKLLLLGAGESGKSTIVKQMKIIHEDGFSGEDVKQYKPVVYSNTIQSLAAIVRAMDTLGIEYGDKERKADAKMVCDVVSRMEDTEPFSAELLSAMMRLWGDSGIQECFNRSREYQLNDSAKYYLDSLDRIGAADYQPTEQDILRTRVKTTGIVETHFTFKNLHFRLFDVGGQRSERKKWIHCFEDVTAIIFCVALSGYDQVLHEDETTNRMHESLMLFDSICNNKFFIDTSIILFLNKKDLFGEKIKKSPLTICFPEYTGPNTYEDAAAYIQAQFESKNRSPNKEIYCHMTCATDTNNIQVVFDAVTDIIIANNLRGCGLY
RGS7-Gao reg: human RGS7-Galphao interaction regulation; P09471; Multiplexed bead flow cytometry, RGS7-Galphao binding; actives lie on both sides; binding response (% of control), % at 10 µM; 220,000 compounds, 0.35% hits; in the data active = binding response below about 49% or above about 150%; inconclusive = no clear call, values can overlap the other calls; inactive = in between;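 also: fluorescent Galphao held in activated GDP-AlF4 state binding bead-coupled RGS7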
Numbers without * were called inactive; ? = inconclusive; . = no result given.

Results follow in this order: RGS7-Gao reg	Avidin bead fluor	RGS4-Gao reg
- COC(=O)CN1C(=S)N(c2ccc(F)cc2)C(=O)C1CC(=O)Nc1ccc(OC)cc1 (configuration not stated)
→ ?	6	100
- N=c1ccn(Cc2ccc(F)cc2)cc1
→ ?	7	97
- COc1ccc(N2CCN(C(=O)c3ccccc3F)CC2)c([N+](=O)[O-])c1
→ ?	13	101
- Cc1c2cnn(-c3ccccc3)c(=O)c2c(C)n1CCCC(=O)NCCN1CCN(C)CC1
→ ?	8	99
- Cc1sc2ncn(CC(=O)NCc3ccccc3)c(=O)c2c1C
→ ?	10	96
- NC(N)=NC(=S)Nc1ccc(Cl)cc1
→ ?	5	97
- CC1=NN(C(=O)c2ccco2)C(O)(c2ccccc2)C1 (configuration not stated)
→ ?	10	100
- COc1cc(C(=O)N[C@H](C(=O)Nc2nnc(C3CC3)s2)C(C)C)cc(OC)c1OC
→ ?	8	104
- O=C(CC1C(=O)NCCN1Cc1ccc(-c2ccccc2)cc1)NCCCn1ccnc1 (configuration not stated)
→ ?	5	106
- CS/C(Nc1cc(Cl)ccc1Cl)=C(/C#N)C(=O)c1ccco1
→ ?	7	99
- OC1(C#CCN2CCCC2)c2ccccc2-c2ccccc21
→ ?	9	92
- CCCCC1=CC2=CC(=O)C(C)(OC(=O)CC)C(=O)C2=CN1C1CCCCC1 (configuration not stated)
→ ?	9	94
- CCn1cc(C2CC(=O)NC2=O)c2ccccc21 (configuration not stated)
→ ?	7	106
- CN(C)c1ccc(/C=N/NC(=O)c2ccc(NC(=O)c3ccccc3)cc2)cc1
→ ?	8	101
- C=CCN=C1S/C(=C\c2ccc(Cl)cc2)C(=O)N1CC=C
→ ?	49*	122
- C=CCNC(=O)C1CC2Cn3c(nc4ccccc43)C2N1C (configuration not stated)
→ ?	8	96
- O=C(CN1C(=O)c2ccccc2S1(=O)=O)c1ccc(F)cc1
→ ?	8	102
- CC(O)[C@H]1CNC(=O)C(=O)N1CCCCC1CCCCC1 (some centres not stated)
→ ?	16	101
- O=C(NCc1ccc(F)cc1)C(=O)NCC1OCCN1S(=O)(=O)c1ccc2c(c1)OCCO2 (configuration not stated)
→ ?	8	102
- Fc1ccc(CN2CCCN(C(=S)Nc3ccc(F)cc3)CC2)cc1
→ ?	6	109
- CC(=O)Cn1c(=O)oc2ccccc21
→ ?	9	101
- COc1ccc(Nc2nc(NCc3ccco3)nc(N3CCOCC3)n2)cc1
→ ?	9	107
- CSc1scc2c1-c1nc(SCC(=O)C(C)(C)C)ncc1CC2
→ ?	5	96
- CC(=O)c1c(C)[nH]c(=S)c(C#N)c1-c1ccc(F)cc1
→ ?	9	100
- NS(=O)(=O)c1ccc(NC(=O)COc2ccc(C(=O)c3ccc(F)cc3)cc2)cc1
→ ?	9	103
- Cc1onc(-c2ccccc2)c1C(=O)N/N=C/c1cccs1
→ ?	3	109
- COC(C[C@@H](O)[C@@H](C)[C@@H](O)COCc1ccccc1)OC
→ ?	7	76
- Cc1ccc2c(c1)C(c1ccccc1)CC(=O)O2 (configuration not stated)
→ ?	3	97
- COc1ccc(CC(=O)NCC(=O)N/N=C/c2cc(Br)ccc2OC)cc1
→ ?	8	98
- Cn1nc(C(F)(F)F)c(-c2cccc(C(F)(F)F)c2)c1NC(=O)c1nccnc1C(=O)O
→ ?	8	106
- Nc1cc(=O)[nH]c(SCC(=O)Nc2cc(Cl)ccc2Cl)n1
→ ?	6	111
- Cc1ccc(OCC(=O)N/N=C/c2cccn2C)cc1C
→ ?	7	93
- O=C(Cn1cnc2cc([N+](=O)[O-])ccc2c1=O)Nc1ccc(Br)cc1
→ ?	6	86
- c1ccc(-c2nccnc2-c2ccccc2)cc1
→ ?	9	103
- CCOc1ccc(Oc2ccc(NC(=O)[C@@H](NC(N)=O)[C@@H](C)CC)cc2)cc1
→ ?	8	101
- COc1ccc(/C(C)=N/NC(=O)CNC(=O)Cc2ccccc2)c(OC)c1
→ ?	6	91
- O=C1c2ccccc2NC(c2ccccc2)N1CCCN1CCOCC1 (configuration not stated)
→ ?	5	103
- CCC(=O)c1ccc(OC)c(OC)c1O
→ ?	9	101
- CCOC(=O)c1nnn2c1nc(SCC(C)=O)c1ccccc12
→ ?	4	112
- Cc1ncc(/C=C2\C(=O)Nc3ccccc32)[nH]1
→ ?	7	103
- O=C(Cc1ccccc1)NN1C(=O)/C(=C/c2ccc(C(=O)O)cc2)SC1=S
→ ?	6	105
- CC(=O)c1ccc(N2CCc3ccccc3C2)c([N+](=O)[O-])c1
→ ?	6	101
- CC1=C(CO)C(=O)OC([C@@H](C)C2CC[C@H]3C4C[C@H]5O[C@]56[C@@H](O)C=CC(=O)[C@]6(C)C4CC[C@]23C)C1 (some centres not stated)
→ ?	5	61
- CS(=O)(=O)c1ccc2c(c1)sc1nc(=O)c(/C=C3/C=CC(=O)C(O)=C3)c(N)n12
→ ?	8	83
- Cc1cc(C(=O)NN)n[nH]1
→ ?	8	92
- CC(=O)/C(N=Nc1nc2c([nH]1)c(=O)n(C)c(=O)n2C)=C(\C)O
→ ?	4	123
- CN1CCCC(OC(=O)c2cccc(Cl)c2)C1 (configuration not stated)
→ ?	4	102
- O=C(CSc1nc2ccccc2s1)Nc1ccc(C(=O)O)cc1
→ ?	7	109
- Cc1ccc(NC(=O)CSc2nnc(CCC(=O)O)c(=O)[nH]2)cc1
→ ?	6	98
- CCC1ON(C(C)C)C2c3nc4ccccc4n3CC12 (configuration not stated)
→ ?	10	105
- O=C(O)CSc1nc(-c2ccccc2)nc2c1CCCC2
→ ?	8	101
- Cc1cc(C)c2oc(C(=O)N(Cc3cccs3)C3CCS(=O)(=O)C3)cc(=O)c2c1 (configuration not stated)
→ ?	7	102
- CCCCC(=O)Nc1ccc2c(c1)nc(CCN1CCN(C)CC1)n2C
→ ?	6	90
- O=C(CCNC(=O)c1ccccc1Cl)Nc1cc(S(=O)(=O)N2CCOCC2)ccc1N1CCOCC1
→ ?	15	96
- CCCc1cnc(N2CCN(C(=O)c3c(-c4ccccc4)noc3C)CC2)nc1
→ ?	3	107
- O=c1cc(CSc2n[nH]c(=O)n2C2CC2)c2ccc(O)cc2o1
→ ?	6	98
- O=C(Nc1cccc(S(=O)(=O)N2CCCC2)c1)C1CCCN1C(=O)c1cccs1 (configuration not stated)
→ ?	6	93
- CN1C(=O)[C@@H]2[C@@H]3C[C@@H]([C@H]4ON=C(c5ccccc5OCC#N)[C@@H]34)[C@@H]2C1=O
→ ?	5	89
- COc1cccc2c(=O)cc(C)n(CC(=O)Nc3ccc(Br)cc3)c12
→ ?	8	99
- CCC1=C(OC(=O)N(CC)CC)N2C(=O)OC(=NCC3CC3)[C@]2(Cc2ccccc2)[C@H]2C1=CC[C@H]1C(=O)N(CC)C(=O)[C@H]12
→ ?	9	98

The results go on.
Results follow in this order: RGS7-Gao reg	Avidin bead fluor	RGS4-Gao reg
- CC1=Nc2ccccc2N=C(NC(=O)CSC(=S)N2CCCCC2)C1c1ccccc1 (configuration not stated)
→ ?	8	99
- CC(=O)N1c2ccc(Cl)cc2C2OCCC2C1c1ccco1 (configuration not stated)
→ ?	4	99
- O=C(NN1CC(=O)N(c2cc(Cl)cc(Cl)c2)CC1=O)c1cccs1
→ ?	7	100
- COc1cc(C(=O)NC(=S)NNC(=O)[C@H]2C[C@@H]2c2ccccc2)cc(OC)c1OC
→ ?	7	104
- NC(=S)N/N=C/c1coc2cc(Br)ccc2c1=O
→ ?	5	105
- CCOc1ccc2nc(N3CCC(C(=O)N4CCN(c5ncccn5)CC4)CC3)sc2c1
→ ?	8	93
- Cc1ccc(NC(=O)C/C(N)=N/O)cc1Cl
→ ?	6	99
- C=C(C)C1CCC2(C(=O)O)CCC3(C)C(CCC4C5(C)C(C=O)C(O)C(C)(C)C5CCC43C)C12 (configuration not stated)
→ ?	8	100
- COc1ccccc1Cn1c(C(C)C)nc2ccccc21
→ ?	3	96
- CC(=O)Nc1ccc(C)c(NS(=O)(=O)c2cccc(C(F)(F)F)c2)c1
→ ?	3	102
- O=C1c2ccccc2C(=O)N1/N=C/c1ccc(O)c(O)c1O
→ ?	4	95
- CSc1ccc(CNc2nc3ccccc3n3cnnc23)cc1
→ ?	4	102
- Cn1nc(C(F)(F)F)c(-c2ccc(Br)cc2)c1NC(=O)c1nccnc1C(=O)O
→ ?	8	95
- C/C(=N/NS(=O)(=O)c1ccc(C)cc1)[C@H]1C[C@@H]1c1ccccc1
→ ?	8	103
- CCC(C)Nc1nc(N)c([N+](=O)[O-])c(NCCO)n1 (configuration not stated)
→ ?	13	98
- O=C(N/N=C/c1ccc(Br)s1)c1cccs1
→ ?	7	100
- O=C(CNc1n[nH]c(=O)[nH]c1=O)N/N=C/C=C/c1ccccc1
→ ?	10	100
- CCOC(=O)Cn1c(C)[n+](CC(=O)c2ccccc2)c2ccccc21
→ ?	3	101
- Cc1cccc(N2C(=O)/C(=C/c3cccnc3)SC2=S)c1
→ ?	8	102
- COC(=O)c1ccc(=O)c2nc3/c(=C/O)c(O)cc(=O)c3[nH]c12
→ ?	5	85
- CCCN(CCC)C(=O)/C=C/c1cccc([N+](=O)[O-])c1
→ ?	11	99
- COC(=O)c1sc(SC)c(S(=O)(=O)C(C)C)c1N/N=C(\C#N)C(=O)c1ccccc1
→ ?	3	103
- O=C(NCCc1csc(-c2cccnc2)n1)c1c(F)cccc1F
→ ?	20	103
- S=c1nccc(-c2ccc(Cl)cc2)[nH]1
→ ?	5	97
- CC1CCC/C(=N\NS(=O)(=O)c2ccccc2)C1 (configuration not stated)
→ ?	4	107
- CN(C)C(=O)CCCCCCCCC(=O)N(C)C
→ ?	8	109
- COc1cc(CC(NC(C)=O)C(=O)NC2CCN(c3nc(OC)nc(OC)n3)CC2)cc(OC)c1 (configuration not stated)
→ ?	7	100
- Cc1cc2c(sc3ccccc32)c(C)n1
→ ?	8	102
- Cc1ccc(C(=O)Nc2cccc(C(F)(F)F)c2)cc1Nc1cnccn1
→ ?	7	104
- O=C(/C=C/c1cc2ccccc2o1)c1ccccc1O
→ ?	7	97
- CN(C)C(=O)CS(=O)(=O)c1ccc(Cl)cc1
→ ?	7	94
- CC1(C)C2CCC(C2)C1(C)N=C1OC(CCl)CS1 (configuration not stated)
→ ?	7	100
- CN(C)/C=N/c1nc(Sc2ccc(C(F)(F)F)cc2[N+](=O)[O-])n[nH]1
→ ?	6	105
- Cc1ccc(-c2cccc(C3CC=CC4C3C(=O)N(Cc3ccccc3)C4c3cc(C)ccc3F)c2)cc1 (configuration not stated)
→ ?	8	120
- NC(=O)[C@@H]1CC2(CC(c3cccc(NC(=O)[C@@H]4CCC(=O)N4)c3)=NO2)CN1C(=O)Cc1ccc([N+](=O)[O-])cc1 (some centres not stated)
→ ?	8	96
- C=C1CCN(C(C)C(=O)OC)S(=O)(=O)c2ccccc21 (configuration not stated)
→ ?	6	95
- Cc1c2n(c3ccccc13)CC/C2=N\O
→ ?	2	107
- CC(=O)ONC(=Nc1ccccc1)c1nonc1N
→ ?	7	103
- CC(C[N+](C)(C)C)OC(=O)C1(c2ccccc2)CCCC1 (configuration not stated)
→ ?	7	104
- Cc1sc(NC(=O)CSc2nc(N)cc(N)n2)c(C#N)c1C
→ ?	8	103

Shown as a hit in Avidin bead fluor (from the list above):
Results follow in this order: RGS7-Gao reg	Avidin bead fluor	RGS4-Gao reg
- C=CCN=C1S/C(=C\c2ccc(Cl)cc2)C(=O)N1CC=C
→ ?	49*	122

Entries above that have an NH in an aromatic ring, in the order listed:
Results follow in this order: RGS7-Gao reg	Avidin bead fluor	RGS4-Gao reg
- CC(=O)c1c(C)[nH]c(=S)c(C#N)c1-c1ccc(F)cc1
→ ?	9	100
- Nc1cc(=O)[nH]c(SCC(=O)Nc2cc(Cl)ccc2Cl)n1
→ ?	6	111
- Cc1ncc(/C=C2\C(=O)Nc3ccccc32)[nH]1
→ ?	7	103
- Cc1cc(C(=O)NN)n[nH]1
→ ?	8	92
- CC(=O)/C(N=Nc1nc2c([nH]1)c(=O)n(C)c(=O)n2C)=C(\C)O
→ ?	4	123
- Cc1ccc(NC(=O)CSc2nnc(CCC(=O)O)c(=O)[nH]2)cc1
→ ?	6	98
- O=c1cc(CSc2n[nH]c(=O)n2C2CC2)c2ccc(O)cc2o1
→ ?	6	98
- O=C(CNc1n[nH]c(=O)[nH]c1=O)N/N=C/C=C/c1ccccc1
→ ?	10	100
- COC(=O)c1ccc(=O)c2nc3/c(=C/O)c(O)cc(=O)c3[nH]c12
→ ?	5	85
- S=c1nccc(-c2ccc(Cl)cc2)[nH]1
→ ?	5	97
- CN(C)/C=N/c1nc(Sc2ccc(C(F)(F)F)cc2[N+](=O)[O-])n[nH]1
→ ?	6	105

(listing goes on)
Results follow in this order: RGS7-Gao reg	Avidin bead fluor	RGS4-Gao reg
- Cc1nccc(-c2cccc(NC(=O)c3ccccc3Cl)c2)n1
→ ?	7	92
- O=C(CSc1nccc(=O)[nH]1)NCc1ccco1
→ ?	6	98
- Nc1ccccc1SC1CC(=O)N(c2ccc(Cl)c(Cl)c2)C1=O (configuration not stated)
→ ?	6	101
- O=S(=O)(Nc1ncnc2sc3c(c12)CCC3)c1cc(F)ccc1F
→ ?	2	104
- O=C(/C(=C/c1ccncc1)n1ccnc1)c1ccc(Cl)cc1Cl
→ ?	7	103
- O=C(OCC1CC(c2ccccc2)=NO1)c1ccco1 (configuration not stated)
→ ?	14	113
- CSC1=N/C(=C\c2ccccc2Cl)C(=O)N1N(C)C
→ ?	6	103
- O=C1CSC(=S)N1/N=C/c1ccc(Cl)c([N+](=O)[O-])c1
→ ?	3	99
- COCC1=C(C(=O)OC)C(c2cccs2)n2ncnc2N1 (configuration not stated)
→ ?	7	102
- COc1ccccc1/C=C\C(=O)NCC(=O)N/N=C(\C)Cc1ccccc1
→ ?	8	101
- O=C(NCc1ccccc1)C(=O)Nc1cccc(C(=O)O)c1
→ .	4	100

This is a subset, so the mix of outcomes need not match the whole.
